Compound activity: PubChem, National Center for Advancing Translational Sciences (NCATS)
IDH1 R132H inh: inhibitors of human mutant IDH1 R132H; IDH1-R132H enzyme, NADPH consumption, diaphorase/resazurin fluorescence; Potency, µM (series often up to 76.6 µM), inactives show top-dose activity change, negative = inhibition, actives largely listed as inhibitors; 390,000 tested, 0.093% active; AID 602179; also: potency is read from the fitted curve at half-maximal effect; % is scaled to controls: 0 for no effect and ±100 for the full control effect; nearly all actives have a fitted effect of over 65% in size
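IDH1-R132H (0.5 ug/mL dispensed) in pH 7.5 Tris buffer was preincubated 30 min with compound, then given a substrate mix of 0.016 mM NADPH and 2 mM alpha-KG for 80 min at room temperature; remaining NADPH was read by diaphorase/resazurin fluorescence.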
Vif-APOBEC3F blk: Vif-A3F binding inhibition | Potency, µM (doses to about 46.1 µM), inactives show at the highest dose activity, negative = active | 390,000 tested, 0.2% active | HeLa A3F-eYFP + Vif (tagged APOBEC3F with the HIV-1 protein that degrades it), YFP fluorescence increase; also: potency is read from the fitted curve at half-maximal effect; % of control where 0% means no effect; nearly all actives have a fitted effect of over 65% in size
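HeLa cells stably expressing A3F-eYFP plus Vif, plated and incubated overnight at 37 deg C, then exposed to compounds overnight at 37 deg C. Blocked degradation read as raised yellow fluorescence (Ex 488/Em 500-530).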
Glioma ERSR ind: inducers of ER stress response in human glioma cells | U87-MG GRP78 promoter luciferase reporter, 16 h | Potency, µM, without a hit: top-dose activation, most hits filed as activators | 420,000 tested, 0.02% active | AID 602332; also: potency is read from the fitted curve at half-maximal effect; series mostly up to about 76 µM; % of control where 0% means no effect; nearly all actives have a fitted effect of over 35% in size
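ERSR induction read as luciferase luminescence (Bright-Glo, 10 min at room temperature) in stably transfected human U87-MG glioma cells exposed to compounds for 16 h, using GRP78 as sensor.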
TrxR1 substrate: rat thioredoxin reductase 1 substrate activity | O89049 | purified TrxR1 substrate turnover, NADPH consumption readout | Potency, µM (top dose mostly 114 µM), without a hit: top-dose activity change, negative = substrate turnover | 390,000 tested, 0.01% active; also: potency is read from the fitted curve at half-maximal effect; % is scaled to controls: 0 for no effect and ±100 for the full control effect; nearly all actives have a fitted effect of over 50% in size
Target sequence (O89049 whole entry, looked up): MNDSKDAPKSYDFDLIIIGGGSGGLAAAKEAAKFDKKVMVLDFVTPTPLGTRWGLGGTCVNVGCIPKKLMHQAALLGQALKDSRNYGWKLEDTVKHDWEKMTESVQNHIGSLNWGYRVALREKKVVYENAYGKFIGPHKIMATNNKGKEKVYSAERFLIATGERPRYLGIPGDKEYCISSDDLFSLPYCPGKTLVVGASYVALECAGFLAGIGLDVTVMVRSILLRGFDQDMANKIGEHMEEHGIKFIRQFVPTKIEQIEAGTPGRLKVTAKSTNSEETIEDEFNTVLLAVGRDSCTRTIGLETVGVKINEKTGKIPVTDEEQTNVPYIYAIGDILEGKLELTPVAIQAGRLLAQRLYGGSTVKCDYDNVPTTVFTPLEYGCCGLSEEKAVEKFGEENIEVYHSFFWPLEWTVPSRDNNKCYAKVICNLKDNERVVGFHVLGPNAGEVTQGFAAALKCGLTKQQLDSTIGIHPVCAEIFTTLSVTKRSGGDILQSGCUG
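Rat TrxR1, dispensed at 90 nM, was prereduced with 400 uM NADPH (final) for 5 min at ~22 deg C, then incubated with compound 15 min before 400 uM selenite. A first-read NADPH fluorescence drop versus no-compound background flagged substrates.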
RXFP1 agonist: agonists of human relaxin receptor RXFP1 | 370,000 tested, 0.3% active | Q9HBX9 | HEK293T-RXFP1 cAMP TR-FRET, 30 min; response scale: percent of porcine relaxin response, buffer zero | Potency, µM (highest dose often 57.5 µM), inactives show at the highest dose activation, most hits filed as activators; also: potency is read from the fitted curve at half-maximal effect; % is scaled to controls: 0 for no effect and ±100 for the full control effect; nearly all actives have a fitted effect of over 60% in size; many of its hits are not listed in these tables
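HEK293T cells stably expressing RXFP1 were pretreated with the PDE4 inhibitor Ro 20174, exposed to compounds for 30 min at 37C, lysed, and cAMP was read by TR-FRET. Data normalized to buffer (basal) and 29 nM porcine relaxin (100%).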
LDHA inh: inhibitors of human lactate dehydrogenase A. 480,000 tested, 0.15% active. P00338. purified LDHA, NADH/diaphorase-resazurin fluorescence; stronger effect = lower value. activity change, % (values are at about 110 or 230 µM); in the data active = activity change below about -30%; inconclusive = mostly about -25% to -30%;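 also: plate controls were DMSO wells for no effect and wells without enzyme for full effect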
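Human LDH5 at 2 nM final in Tris HCl pH 7.4 with 0.06 mM NADH and 0.2 mM pyruvate, reacted 5 minutes at room temperature. Remaining NADH coupled via diaphorase/resazurin; resorufin fluorescence read at 0 and 20 minutes, normalized to enzyme-free and DMSO wells.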
USP1-UAF1 inh: inhibitors of human USP1/UAF1 deubiquitinase | O94782 | recombinant USP1/UAF1, Ub-Rhodamine cleavage fluorescence | 390,000 tested, 0.23% active | Potency, µM (top dose mostly 57.1 µM), for the others: top-dose activity change, negative = inhibition, actives largely listed as inhibitors; also: potency is read from the fitted curve at half-maximal effect; % is scaled to controls: 0 for no effect and ±100 for the full control effect; nearly all actives have a fitted effect of over 60% in size; inactives centre near -12
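USP1/UAF1 complex (1 nM) preincubated 15 min at room temperature with compound, then Ub-Rho substrate (150 nM final) added. Kinetic fluorescence at 480/540 nm over 6 reads at 60 s intervals; 50 mM HEPES pH 7.8, 0.5 mM EDTA, 0.1 mg/ml BSA, 1 mM TCEP, 0.01% Tween-20.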
PI4K2A block: blocks human PI4K2A kinase activity; purified PI4K2A, ADP-Glo luminescence, 1 h; stronger effect = lower value; activity change, negative = inhibition, % at 76.9 µM; 420,000 tested, 0.13% active; AID 1346378; in the data active = activity change below about -50%; inconclusive = mostly about -30% to -49%;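 also: -100% = wells without enzyme as full effect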
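PI4K2A activity was measured by ADP-Glo luminescence: enzyme (4 ug/mL stock) and phosphatidylinositol (1.2 mM stock) in Tris pH 7.5/MgCl2/EGTA/Triton X-100 buffer were reacted with ATP (300 microM stock) for one hour at ambient temperature.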
Vif-A3G inh: inhibitors of Vif-APOBEC3G interaction; Q9HC16; HeLa A3G-eYFP + Vif (tagged APOBEC3G with the HIV-1 protein that degrades it), YFP fluorescence, overnight; Potency, µM (series often up to 46.1 µM), for the others: top-dose activity, negative = active, usual class: inhibitors; 410,000 tested, 0.076% active;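 also: potency is read from the fitted curve at half-maximal effect; % is scaled to controls: 0 for no effect and ±100 for the full control effect; nearly all actives have a fitted effect of over 60% in size; hits raise eYFP signal because A3G escapes Vif-driven loss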
Target sequence (Q9HC16 whole entry, looked up): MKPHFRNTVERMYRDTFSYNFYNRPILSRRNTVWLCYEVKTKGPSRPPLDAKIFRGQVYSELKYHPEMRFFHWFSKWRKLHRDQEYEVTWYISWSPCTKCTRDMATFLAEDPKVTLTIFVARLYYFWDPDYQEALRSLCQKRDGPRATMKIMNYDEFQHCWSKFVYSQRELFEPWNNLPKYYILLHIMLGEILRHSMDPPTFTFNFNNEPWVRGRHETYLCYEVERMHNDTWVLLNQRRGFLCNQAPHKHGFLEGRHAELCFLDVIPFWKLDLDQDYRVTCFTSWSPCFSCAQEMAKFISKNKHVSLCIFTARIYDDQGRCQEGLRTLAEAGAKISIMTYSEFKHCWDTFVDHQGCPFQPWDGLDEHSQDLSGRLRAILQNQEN
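HeLa cells stably expressing Vif and C-terminally eYFP-tagged A3G, seeded overnight at 37 deg C, then exposed to compound by pintool overnight at 37 deg C. Rise in yellow fluorescence (Ex 488/Em 500-530, Acumen) marks blocked Vif-driven A3G degradation.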
The depositor's hits bear a star; ? = inconclusive; nt = no result given; & = joins results of further samples; [ ] = dose if it differs, or a comment. Unless noted, calls follow the shape of the dose curve; as a rule, active = well fitted curve in the direction sought with a large enough effect; inconclusive = small, poorly fitted or top-dose-only effect, or another doubt; inactive = no such curve, though single readings can be large; an effect the other way counts as inactive or inconclusive.

SMILES	IDH1 R132H inh	Vif-APOBEC3F blk	Glioma ERSR ind	TrxR1 substrate	RXFP1 agonist	LDHA inh	USP1-UAF1 inh	PI4K2A block	Vif-A3G inh
Cc1ccc(-n2c(SCC(=O)Nc3ccc4cn[nH]c4c3)nnc2-c2ccco2)cc1	-3%	nt	-3%	-9%	2.2%	0	4%	-15	-8%
O=C(O)CNc1nc(-c2ccccc2)c2cc([N+](=O)[O-])ccc2n1	4%	3%	-5%	-13%	2.2%	8	-18%	0	0%
CCOc1ccc(C2c3c(-c4ccc(C)cc4)n[nH]c3C(=O)N2c2ccc(Cl)cc2)cc1 (configuration not stated)	8%	-3%	?	1%	2.6%	-1	-26%	-7	-22%
CC1(C)Cc2ccccc2-c2nnc(C(F)(F)F)n21	-2%	-1%	-1%	-6%[57.1 µM]	1.9%	-3	-20%	-2	-1%
COc1ccc(NC(=O)CN(C)C(=O)c2c(-c3c(F)cccc3Cl)noc2C)cc1	-3%	2%	-1%	0%	0.3%	-3	-28%	-1	-1%
COc1ccc2c(c1)c(C(=O)CN1CCN(Cc3ccccc3)CC1)c(C)n2C	4%	-2%	-5%	4%[57.1 µM]	-0.7%	2	-6%	3	-2%
CC(/C=N/NC(=O)CNc1n[nH]c(=O)[nH]c1=O)c1ccccc1 (configuration not stated)	-1%	-4%	0%	10%	-1.5%	-4	-19%	-2	-3%
C/C(=N\NC(=O)c1ccc(Cn2cc(Br)cn2)o1)c1cccc(NC(=O)C(C)C)c1	5%	0%	-4%	-2%[57.1 µM]	-2.3%	-6	-6%	1	-10%
Cc1ccccc1C(=O)Nc1cccc(C(=O)N/N=C/c2cc(Cl)cc([N+](=O)[O-])c2O)c1	6%	-11%	-4%	-5%	-0.3%	-4	-10%	-18	3%
COc1ccc(NC(=O)Cc2ccsc2)cc1S(=O)(=O)N1CCOCC1	-3%	4%	-4%	-2%	0.9%	-1	-23%	-1	-2%
C=C(C)Cn1c2ccc(NC(=O)CCOCC)cc2c(=O)n1C	nt	nt	-3%	nt	nt	2	nt	2	-1%
Cc1n[nH]c(C)c1S(=O)(=O)N1CCN(S(=O)(=O)c2cccc(F)c2)CC1	6%	-4%	-3%	8%[57.1 µM]	0.6%	-12	-11%	-5	1%
C[C@@]12C(=O)N(c3cccc(F)c3)C(=O)N1[C@@H]1c3ccccc3OC[C@@H]1[C@H]2c1ccccc1	21%	-4%	-4%	7%	nt	-4	?	-1	-1%
CCn1ccnc1CC1COc2ccccc2O1 (configuration not stated)	7%	-9%	3%&1%&-2%	7%[57.1 µM]	-0.1%	-6	-22%	4&1&1	0%
Cc1noc(C)c1C(=O)NCc1ccccc1F	16%	7%	-3%	8%[57.1 µM]	0.4%	0	-5%	2	0%
OC(c1ccccc1)(c1nc(-c2cc(F)cc(F)c2)cs1)C(F)(F)F (configuration not stated)	nt	nt	-12%	nt	nt	-11	nt	2	-6%
Cn1c(C(=O)NCc2ccccc2Cl)cc2sc(Cl)cc21	nt	nt	nt	-1%	2.3%	1	-24%	1	nt
O=[N+]([O-])c1ccccc1Sc1nccn1Cc1ccccc1	6%	8%	-1%	-10%	1.2%	2	1%	-2	-6%
Cc1ccc(S(=O)(=O)Oc2ccccc2/C=N/O)cc1	1%	-2%	1%	1%	-0.2%	-2	-25%	1	-6%
CCOC(=O)c1c(C)nc2ccccc2c1C	5%	-18%	3%	11%[57.1 µM]	1.0%	-8	-15%	7	0%
Nc1ncnc2c1ncn2[C@@H]1O[C@H](C(=O)N2CCC[C@@H]2C(=O)OCc2ccccc2)[C@@H](O)[C@H]1O	nt	nt	-4%	nt	nt	-3	nt	-5	-3%
Cc1ccccc1/C=N/n1c(C2CCCCC2)n[nH]c1=S	-4%	3%	-6%	1%	2.4%	-10	-11%	-2	-13%
COc1ccccc1NC(=O)CSC1=NC(=O)C(Cc2ccccc2)C(=O)N1 (configuration not stated)	12%	-5%	-1%	4%	0.7%	-7	-8%	-4	-6%
CC1(C)CCC[C@]2(C)[C@H]3Cc4cc(O)ccc4O[C@]3(C)CC[C@@H]12	-9%	3%	2%	-21%	nt	7	-25%	-5	-7%
CCc1nc2c(OCc3cccc(OC)c3)cccn2c1N(C)C(=O)c1ccccc1F	nt	nt	0%	nt	nt	-1	nt	-9	-10%
CCN(CC)S(=O)(=O)c1ccc(-n2cnc3cc(C)c(C)cc32)nc1	0%	4%	-5%	-1%[57.1 µM]	1.8%	-18	-3%	-6	2%
O=[N+]([O-])c1ccc(-c2cnc(NO)nc2)cc1	5%	6%	-3%	-13%	-2.1%	9	-22%	-20	1%
COc1ccc2oc(C(=O)CCC(=O)O)c(N)c2c1	0%	3%	2%	23%[57.1 µM]	-0.4%	6	-4%	0	2%
Cn1c(-c2ccc3nc(N)sc3c2)nc2cc(N)ccc21	3%	2%	2%	40%[activator]	12%	-6	?	6	-4%
Cc1ccc(S(=O)(=O)c2cn(C)c3cc(N4CCCCCC4)c(F)cc3c2=O)cc1	2%	-7%	-2%	6%	0.4%	-3	-15%	1	2%
Cc1ccccc1-c1nc(CS(=O)(=O)CC(=O)N2CCN(c3ccccc3)CC2)c(C)o1	1%	-3%	-1%	5%	0.7%	0	-18%	-7	-3%
O=C(COC(=O)COc1ccccc1)Nc1ncc([N+](=O)[O-])s1	6%	4%	-1%	-12%	0.2%	5	-12%	-4	0%
COc1ccc(NC(=O)c2ccc3oc(=O)c(S(=O)(=O)c4ccc(F)cc4)cc3c2)cc1OC	-18%	1%	-2%	7%	-1.3%	2	-15%	-3	-7%
N#Cc1c(C(F)(F)F)cc(-c2cccs2)nc1SCc1cccnc1	0%	-16%	-2%	141%[activator]	-0.2%	-10	-23%	-4	?
COc1ccc(CNC(=O)CN(c2ccc(C)cc2)S(=O)(=O)c2c(C)nn(C)c2C)cc1	15%	-10%	-3%	6%	-0.2%	-5	-28%	7	-6%
CCCc1ccc(C(=O)CCC(=O)NNC(=O)c2ccncc2)cc1	8%	-7%	-3%	-2%	-0.3%	-2	-20%	5	0%
CC1CCN(C(=O)Cn2cc(SCC(=O)NCc3ccc(F)cc3)c3ccccc32)CC1	-18%	-6%	-2%	2%	1.7%	-1	-4%	-3	-2%
CC1CC(C)CN(CCCNC(=O)C2CCCN(S(=O)(=O)N3CC(C)CC(C)C3)C2)C1 (configuration not stated)	-7%	-4%	-3%	1%	3.9%	-5	-7%	-4	-2%
Cc1ccc(-c2cccc(CN3CCN(C(C)C)C(CCO)C3)c2)o1 (configuration not stated)	17%	7%	-6%	12%	0.1%	-3	-17%	-5	0%
CC(C)N1CCC(=NNC(=O)c2ccc(Br)o2)CC1	-5%	1%	11%	-3%[57.1 µM]	0.4%	1	-1%	4	1%
Cc1ccc(S(=O)(=O)N2CCN(S(=O)(=O)c3ccc4c(c3)OCCO4)CC2)cc1	1%	nt	0%&-2%	-1%[0.0914 µM]	-0.2%	-7&0&-8	2%	-1	-3%&-1%
O=[N+]([O-])c1ccc(O)c(P(=O)(c2ccccc2)c2ccccc2)c1	0%	-18%	-3%	-6%	-2.9%	-1	-17%	-3	0%
Cc1ccc(CN2CCNC(=O)C2CC(=O)O)o1 (configuration not stated)	1%	-7%	-4%	0%	0.9%	0	-19%	-1	2%
O=C(COC(=O)/C=C/c1cccs1)NC(c1ccccc1)c1ccccc1	-1%	2%	-5%	-7%	-0.1%	-4	-11%	4	-1%
COc1ccc(CCc2cc(OC)c(OC)c(OC)c2)cc1	4%	0%	-3%	5%[11.4 µM]	nt	-8	-12%	1	?
CCOC(=O)C1CCN(Cc2nc3ccc(Cl)cc3n2CCO)CC1	6%	-11%	-5%	18%[57.1 µM]	-2.5%	-14	-15%	2	-11%

One compound at a time, from the list above. Order of values: IDH1 R132H inh | Vif-APOBEC3F blk | Glioma ERSR ind | TrxR1 substrate | RXFP1 agonist | LDHA inh | USP1-UAF1 inh | PI4K2A block | Vif-A3G inh
`O=C(COC(=O)/C=C/c1cccs1)NC(c1ccccc1)c1ccccc1` across the screens: -1% | 2% | -5% | -7% | -0.1% | -4 | -11% | 4 | -1%
`O=[N+]([O-])c1ccc(O)c(P(=O)(c2ccccc2)c2ccccc2)c1` across the screens: 0% | -18% | -3% | -6% | -2.9% | -1 | -17% | -3 | 0%
`Cc1ccc(-c2cccc(CN3CCN(C(C)C)C(CCO)C3)c2)o1` (configuration not stated) across the screens: 17% | 7% | -6% | 12% | 0.1% | -3 | -17% | -5 | 0%
`Cc1ccc(S(=O)(=O)N2CCN(S(=O)(=O)c3ccc4c(c3)OCCO4)CC2)cc1` across the screens: 1% | nt | 0%&-2% | -1%[0.0914 µM] | -0.2% | -7&0&-8 | 2% | -1 | -3%&-1%

Some of the compounds tested; count on the stated rates, not on these rows.
